# High-throughput results deposited in PubChem by several laboratories.
# KLK7 zymogen act: proKLK7 (human) activation, primary screen; P49862; purified proKLK7, EDANS-DABCYL substrate fluorescence; 100% is mature enzyme control, 0% vehicle; activation, % at 7 µM; 370,000 compounds, 0.9% hits;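 active = activation above the mean of all tested compounds plus 3 SD, computed per campaign excluding outliers beyond control limits, cut at about 13% in these data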
# Target sequence (P49862 whole entry, looked up): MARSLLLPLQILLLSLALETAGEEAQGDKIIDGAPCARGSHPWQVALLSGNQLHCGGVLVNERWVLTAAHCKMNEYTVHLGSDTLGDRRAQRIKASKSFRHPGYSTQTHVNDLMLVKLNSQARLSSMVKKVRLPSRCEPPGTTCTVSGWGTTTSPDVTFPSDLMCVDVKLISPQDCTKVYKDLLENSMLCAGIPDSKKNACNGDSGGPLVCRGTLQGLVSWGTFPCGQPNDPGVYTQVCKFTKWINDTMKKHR
# hgDAF12 agonist: hgDAF-12 agonism, primary luciferase screen | HEK293 GAL4-hgDAF12 UAS-luciferase reporter, agonist luminescence; normalized to butyrate control | activation, % at 6.8 µM | 370,000 compounds, 1.8% hits | AID 687014;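 active = activation above a cutoff set at the mean of all screened compounds plus 3 SD, cut at about 10% in these data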;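 note: 0% = DMSO wells and 100% = sodium butyrate wells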
# DAX1 inh-1: NR0B1 (DAX1) inhibition; 340,000 compounds, 0.99% hits; P51843; HEK293 Gal4-DAX1 luciferase reporter, luminescence; AID 504766; inhibition, % at 6.75 µM;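 active = inhibition above the mean over all tested compounds plus 3 SD, cut at about 4.2% in these data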;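 note: 0% = DAX1-transfected cells with DMSO and 100% = empty-vector control cells with DMSO; inhibition shows as a rise in luminescence from relieved DAX1 repression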
# Target sequence (P51843 207-470 limits assumed): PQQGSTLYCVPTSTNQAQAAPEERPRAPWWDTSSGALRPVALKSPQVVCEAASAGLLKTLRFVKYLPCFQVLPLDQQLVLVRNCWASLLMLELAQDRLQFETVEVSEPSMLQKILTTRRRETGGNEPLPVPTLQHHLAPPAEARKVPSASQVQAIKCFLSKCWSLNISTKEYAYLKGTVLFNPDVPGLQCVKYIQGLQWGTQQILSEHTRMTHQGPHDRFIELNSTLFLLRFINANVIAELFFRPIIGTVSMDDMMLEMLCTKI
# HGIII-sPLA2 inh: Inhibits HGIII-sPLA2 liposome hydrolysis, primary screen | QFRET BODIPY PC-A2 liposome hydrolysis, fluorescence | inhibition, % at 12.2 µM | 370,000 compounds, 0.56% hits | Q9NZ20;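 active = inhibition above mean plus 3 SD of compounds lying within the high and low control bounds, cut at about 19% in these data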;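 note: 0% = median of test compound wells and 100% = no enzyme DMSO wells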
# Target sequence (Q9NZ20 whole entry, looked up): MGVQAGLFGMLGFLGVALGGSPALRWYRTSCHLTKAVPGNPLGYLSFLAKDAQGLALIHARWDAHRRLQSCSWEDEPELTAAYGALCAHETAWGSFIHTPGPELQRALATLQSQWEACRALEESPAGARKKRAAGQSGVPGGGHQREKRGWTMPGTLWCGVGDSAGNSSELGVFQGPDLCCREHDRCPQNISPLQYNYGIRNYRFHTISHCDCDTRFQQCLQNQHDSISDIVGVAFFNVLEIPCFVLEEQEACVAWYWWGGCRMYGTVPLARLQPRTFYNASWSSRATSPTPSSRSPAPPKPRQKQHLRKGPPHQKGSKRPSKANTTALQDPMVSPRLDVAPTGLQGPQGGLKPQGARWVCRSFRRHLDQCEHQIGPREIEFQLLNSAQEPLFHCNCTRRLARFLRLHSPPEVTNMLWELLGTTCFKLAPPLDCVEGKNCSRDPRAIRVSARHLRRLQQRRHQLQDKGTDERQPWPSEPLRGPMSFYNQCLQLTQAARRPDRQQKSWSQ
# DAX1 inh-2: inhibitors of DAX1 repression of SF-1 activated StAR promoter; AID 652010; 370,000 compounds, 1.1% hits; inhibition, % at 6.8 µM; HEK293T StAR-luciferase reporter, SF-1/DAX-1 repression relief;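 active = inhibition above the mean over all tested compounds plus 3 SD, cut at about 3.6% in these data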;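 note: 0% = DAX-1 cells with DMSO and 100% = cells lacking DAX-1 with DMSO; higher inhibition means more luminescence from relief of DAX-1 repression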
# GC-A act: GC-A (human) enzyme activation; HEK293 GC-A cells, cGMP TR-FRET, EC30 ANP; 0% at EC30 ANP, 100% saturating ANP; activation, % at 10 µM; 370,000 compounds, 0.14% hits; AID 1671463; in the data active = activation above about 40%
# GC-B act: GC-B (human) receptor activation | P20594 | HEK293-GC-B cells, CNP EC30, cGMP TR-FRET; 0% at EC30 CNP, 100% saturating CNP | activation, % at 10 µM | 370,000 compounds, 0.11% hits;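 active = activation at 10 µM reaching about 35% in either raw or pattern-adjusted values, limit read from the data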
# SMARCA2 activ: activators of SMARCA2 function; activation, % at 9.1 µM; 370,000 compounds, 1% hits; MG213 cells, MMTV-luciferase reporter, dexamethasone, overnight; in the data active = activation above about 7.8%;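 note: 0% = vehicle wells and 100% = reference activator wells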
# hcDAF12 agonist: activators of H. contortus DAF-12 nuclear receptor | HEK293 hcDAF-12 lit1-tk-luc reporter, luminescence; 0% DMSO, 100% Δ7-dafachronic acid | activation, % at 6.8 µM | 370,000 compounds, 1.4% hits;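 active = activation above the mean of all tested compounds plus 3 SD, cut at about 5.5% in these data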;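 note: 100% = response to 3 µM Δ7-dafachronic acid high control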
# FXN GAA850 act: activators of GAA850 frataxin (FXN) promoter; 360,000 compounds, 0.56% hits; AID 540364; activation, % at 6 µM; HEK293 lucGAA850 FXN promoter luciferase reporter, 24 h; percent of 10 µM SAHA response;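 active = activation above the average of all compounds screened plus 3 SD, cutoff fixed separately per campaign, cut at about 7.5% in these data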;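 note: 0% = DMSO wells and 100% = 10 µM SAHA wells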
# ssDAF12 agonist: S. stercoralis DAF-12 activation, primary screen. activation, % at 6.8 µM. 370,000 compounds, 1% hits. HEK293 ssDAF-12/GRIP1 lit1-tk-luc reporter, luminescence; % of 3 µM dafachronic acid response;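 active = activation above the mean over all tested compounds plus 3 SD, cut at about 0.9% in these data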;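 note: 0% = DMSO-only wells and 100% = 3 µM delta7-dafachronic acid wells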
# * = called active by the depositor; . = no result given.
SMILES,KLK7 zymogen act,hgDAF12 agonist,DAX1 inh-1,HGIII-sPLA2 inh,DAX1 inh-2,GC-A act,GC-B act,SMARCA2 activ,hcDAF12 agonist,FXN GAA850 act,ssDAF12 agonist
O=C(CCNC(=O)c1ccccc1Cl)OCC(=O)c1ccccc1,0.4,1.4,3.9,9,0.7,6,1,-2,0.7,1.7,-1.1
O=C(NC1CCCCC1)N1CCN(Cc2nc3ccccc3c(=O)[nH]2)CC1,0.3,0.2,0.6,5,0.3,1,-5,-3,1.0,2.2,-1.0
COc1ccc(CCC(=O)Nc2cc(S(=O)(=O)N3CCOCC3)ccc2OC(C)C)cc1,0.0,3.5,-0.1,5,-0.5,0,0,0,-1.5,2.8,-1.4
CCOc1ccc(N2C(=O)CC(SCCN)C2=O)cc1 (stereo unspecified),0.1,9.5,0.2,2,2.3,1,4,14*,3.8,1.1,-0.6
CCCc1nc2sc3c(c2c(=O)n1NC(=O)CCCl)CCCC3,-0.3,-3.5,-1.2,-5,-1.0,4,3,-3,3.0,-2.6,-1.4
COc1ccc2c(c1)cc(C(=O)N[C@@H](CCSC)C(=O)N1CCC(C(=O)O)CC1)n2C,8.2,-0.8,0.4,-3,0.0,-1,4,-1,-0.7,0.5,-1.2
O=C(NC1CCCC1)C(c1ccccc1)N(Cc1ccco1)C(=O)Cc1cccs1 (stereo unspecified),-0.3,2.2,-0.4,0,-1.0,-9,-13,-1,-0.7,5.0,-1.5
N#C/C(=C\c1c(N2CCCCCC2)nc2ccccn2c1=O)C(=O)NCc1ccco1,1.1,-1.6,-0.2,-1,-0.2,2,10,-2,-1.6,2.2,-1.9
COc1cc2c(cc1OC)CN(C(=O)c1ccc(N3CCCC3)c([N+](=O)[O-])c1)CC2,1.6,-2.3,-0.4,-5,-1.6,2,1,-3,-3.4,1.3,-1.5
COc1cc(NS(=O)(=O)c2ccc(N/C=C(\C=O)c3nc4cc(Cl)ccc4o3)cc2)nc(OC)n1,0.0,0.9,2.4,-10,0.1,-1,-2,1,2.9,1.4,0.1
CC1(C)CC(=O)C=C(c2ccc3ccccc3c2)C1,-20,1.2,2.2,-10,-0.7,-4,-5,2,-2.1,1.7,-1.8
CCC(C(=O)OCC(=O)Nc1ccc(C)c(S(=O)(=O)N2CCOCC2)c1)c1ccccc1 (stereo unspecified),0.1,-3.2,-2.3,-28,-1.7,0,8,-3,-1.0,1.6,-0.6
Cc1ccc(S(=O)(=O)Nc2cc3c(C(=O)O)c(C)oc3c3ccccc23)c(C)c1,-0.2,-1.9,1.9,-9,-0.2,-3,-1,0,0.7,0.7,-0.5
CN(C)S(=O)(=O)N1CCC(Oc2ccc(C(=O)NC3CCOC(C)(C)C3)cc2)CC1 (stereo unspecified),0.5,-0.4,0.3,2,-0.3,-3,1,-2,0.3,-0.7,-0.7
COCc1nc2ccccc2n1CCCOc1ccccc1,-0.3,-1.1,1.1,-4,-1.1,3,-1,0,-1.9,0.9,-1.5
COCCNC(=S)N/N=C(\C)c1ccc(Cl)c(Cl)c1Cl,-0.7,-0.3,-1.0,5,-0.1,-1,0,-2,-1.6,1.0,-0.9
COc1ccc(C(=O)Nc2cc(C)c(NC(=O)c3ccccc3OC)cn2)cc1,0.7,0.3,-1.5,-2,-0.1,1,-4,0,-2.1,1.0,-1.4
C1=CCC(/C=N/n2cnnc2)CC1 (stereo unspecified),-0.2,-2.0,0.2,2,1.1,-5,-10,-1,-0.4,-1.4,-1.3
COCC(=O)Nc1nnc(COc2ccc(Cl)cc2)s1,0.0,2.9,3.6,3,0.8,2,-1,2,1.2,2.3,-1.4
C=CCn1c(SCC(=O)Nc2ccc(N(C)C)cc2)nnc1-c1cccc(C)c1,0.4,-1.8,-0.6,9,-1.4,4,2,2,-0.7,5.2,-1.1
CCN1CCCc2cc(CN(CCN3CCOCC3)C(=S)Nc3ccc(C)cc3)ccc21,-0.2,2.4,-1.1,-2,-0.5,0,0,0,-0.8,1.3,-1.4
Cc1ccc(NC(=O)Nc2nnc(Cc3ccc([N+](=O)[O-])cc3)s2)cc1C,0.5,5.3,1.4,-4,-0.2,2,-3,3,-1.1,2.6,-1.4
CCn1c(SCC(=O)Nc2ccc(C(=O)OC)cc2)nc2cccnc21,0.1,-2.6,0.3,-3,0.0,2,0,4,-1.8,0.5,-1.1
CC(=O)N/C(=C\c1ccccc1)C(=O)OCc1ccc(F)cc1,0.5,-2.3,0.0,-1,0.7,2,3,4,-0.7,2.0,-0.4

# Arranged by the number under KLK7 zymogen act (descending): some entries from above.
canonical_smiles	KLK7 zymogen act	DAX1 inh-1	HGIII-sPLA2 inh	DAX1 inh-2	GC-A act	GC-B act	SMARCA2 activ	hcDAF12 agonist	ssDAF12 agonist
CN(C)S(=O)(=O)N1CCC(Oc2ccc(C(=O)NC3CCOC(C)(C)C3)cc2)CC1 (stereo unspecified)	0.5	0.3	2	-0.3	-3	1	-2	0.3	-0.7
CCn1c(SCC(=O)Nc2ccc(C(=O)OC)cc2)nc2cccnc21	0.1	0.3	-3	0.0	2	0	4	-1.8	-1.1
COCCNC(=S)N/N=C(\C)c1ccc(Cl)c(Cl)c1Cl	-0.7	-1.0	5	-0.1	-1	0	-2	-1.6	-0.9

# Next part.
SMILES,KLK7 zymogen act,hgDAF12 agonist,DAX1 inh-1,HGIII-sPLA2 inh,DAX1 inh-2,GC-A act,GC-B act,SMARCA2 activ,hcDAF12 agonist,FXN GAA850 act,ssDAF12 agonist
CCOC(=O)N1CCN(C(=O)c2ccc(Cl)c(NC(=O)c3cccs3)c2)CC1,0.5,-1.6,-0.7,15,-0.8,-3,1,-2,-0.8,-0.2,-0.9
CCOc1ccc(-c2nnn(CC(=O)Nc3cc(OC)cc(OC)c3)n2)cc1OCC,0.1,-2.7,1.2,6,-0.3,-1,-9,-3,1.7,-0.8,-1.2
CCCC(C(=O)NCc1ccco1)N(C(=O)CNS(=O)(=O)c1ccccc1)c1ccc(OC)cc1 (stereo unspecified),0.2,1.0,0.1,-19,-1.7,-10,0,2,-0.1,-3.3,-1.6
CN(Cc1ccco1)C(=O)C1CCCN(c2ncnc3c2nc2n3CCCCC2)C1 (stereo unspecified),-0.3,-2.7,0.8,1,-1.7,0,-6,-1,-2.6,1.8,-1.7
O=c1[nH]c(SCCc2ccccc2)nc2c1CCC2,-0.6,-1.0,.,-1,1.2,-2,3,-1,-0.1,1.8,-0.6
Cc1ccc(N(CC(=O)NCC2CCCO2)C(=O)CCC(=O)Nc2nccs2)cc1C (stereo unspecified),-0.1,-1.3,0.2,-1,-0.1,2,0,-4,-3.4,1.4,-1.0
COc1ccc2c(c1OC)C(=O)N(c1nc(SC)n[nH]1)C2=O,0.3,2.4,-0.4,2,-0.4,-6,6,-1,-0.5,0.9,-1.0
Cc1nc2ccccc2c(=O)n1NC(=O)Cc1ccc(Br)cc1,0.5,-0.9,3.0,-9,-0.4,6,1,2,-0.9,-3.3,-0.9
CC(C)[C@H](NC(=O)c1ccccc1)C(=O)OCC(=O)c1ccccc1F,0.3,2.1,-0.8,0,0.1,4,2,-1,0.0,1.9,-2.0
COc1cc(C(C)=O)ccc1OCC(=O)c1cc(C)n(C2CC2)c1C,-0.1,-7.1,-1.3,5,-1.3,3,4,-2,-3.2,0.5,-1.9
O=C(O/N=C1\C(=O)N(c2ccccc2)c2ccccc21)C1CC1,0.2,-1.1,0.3,-42,-0.5,3,-2,-3,-0.5,1.9,0.0
c1ccc(-n2c(-c3ccncc3)nnc2-c2ccco2)cc1,0.7,0.4,-0.2,5,-0.4,-4,-1,2,-0.5,1.5,-1.7
CNC(=O)c1ccccc1-c1ccccc1,0.7,-2.9,0.7,1,-0.2,3,6,-6,-0.4,-2.2,-1.0
COc1ccc(/C(O)=C2/C(=O)C(=O)N(CCN3CCOCC3)C2c2cccnc2)cc1OC (stereo unspecified),-0.7,0.0,1.1,11,-1.3,1,5,-2,-0.3,-0.5,-0.7
c1ccc(Oc2cccc(OCCCCSc3ncccn3)c2)cc1,-0.1,0.5,0.4,-9,-0.4,3,-2,-3,-1.7,1.4,-0.8
COc1ccccc1C(CCN(Cc1ccccc1)C(C)=O)c1ccco1 (stereo unspecified),-0.1,-6.1,0.0,-21,-0.4,-26,-12,-2,-1.4,-2.3,-1.9
COC(=O)c1ccc(-c2cc3onc(-c4ccccc4)c3c(=O)n2C)cc1,-0.3,0.5,1.7,0,-0.3,0,-5,6,0.3,2.8,-0.3
Cc1ccccc1N(CC(=O)NCC1CCCO1)C(=O)CNS(=O)(=O)c1ccc(F)cc1 (stereo unspecified),-0.7,4.6,-0.7,13,-0.5,2,-2,0,2.3,-0.4,-1.5
COC(=O)c1ccccc1S(=O)(=O)Oc1ccc(-c2ccc(C(=O)O)cc2)cc1,-0.3,1.2,0.1,-4,-0.7,-2,-10,0,-0.5,-2.4,-0.7
C=CCN1CCN(c2ccncc2S(=O)(=O)N2CCN(C)CC2)CC1,-0.7,-0.7,1.7,2,-0.3,3,0,6,-1.1,-1.3,0.3
O=S1(=O)C[C@H](N2CCCC2)[C@@H](COCc2ccccc2)N1,0.1,-1.6,.,6,0.1,-1,6,-5,-1.1,.,-0.9
CCCCOC(=O)C1=C(C)Nc2ncnn2C1c1cccc(OC)c1 (stereo unspecified),-0.1,-3.5,-0.9,-7,-0.8,-21,-10,-2,-1.2,-2.9,-1.6
O=C(Nc1ccc(-n2cnnn2)cc1)C1CCC1,-0.3,0.8,-0.4,1,0.2,1,0,-4,-2.1,3.9,-1.6
C/C=C(\C)CN1CCc2cc(OC)c(OC)cc2C1,3.3,3.0,0.2,-4,0.2,4,2,-1,-1.3,1.2,-1.6
CCOc1ccc2c(c1)-c1c(ssc1=S)C(C)(C)N2C,1.2,2.8,-0.8,36*,0.3,0,-8,0,0.3,1.4,-0.9
N#CCCN(CCC#N)c1nnc(-c2ccccc2)s1,-0.7,-0.7,-0.4,2,-0.5,3,9,-4,0.6,0.7,-2.0
O=C(C[C@H]1C/C=C\CC[C@H](Cc2ccc(F)cc2)C(=O)O[C@H](c2ccccc2)CNC1=O)N[C@H](CO)Cc1ccccc1,0.4,0.4,-1.1,-19,-1.3,-2,-1,-1,-1.0,-1.1,-0.8
COc1ccc(NC(=O)/C(C#N)=C\c2ccc(-c3cc(C(=O)O)ccc3C)o2)cc1,-0.3,0.0,2.8,-5,-0.6,0,0,-1,-1.4,-1.5,-1.0
CCOc1cc(CNc2ncc(-c3ccc(OC)cc3)n2C)ccc1O,-0.5,3.4,-1.3,20*,-0.2,-2,3,0,-1.3,-0.2,-1.8
